TDP1 cell CPT: growth inhibition of DT40 Tdp1-/-;hTDP1 cells with camptothecin (screen for TDP1 inhibitors); chicken DT40 Tdp1-/-;hTDP1 cells + 20 nM CPT, ATP luminescence, 48 h; Potency, µM (series often up to 46.2 µM), for the others: at the top dose activity change, negative = growth inhibition, actives largely listed as inhibitors; hit rate 12% among 420,000; AID 686979; note: nearly all actives have a fitted effect of over 55% in size
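Chicken DT40 Tdp1-/- cells stably complemented with human TDP1 were seeded at 400 cells/well in medium containing 20 nM camptothecin, exposed to pin-transferred compounds, and grown at 37 °C for at least 48 hr. Viability was read as ATP luminescence.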
DT40 TDP1 no CPT: qHTS for Inhibitors of human tyrosyl-DNA phosphodiesterase 1 (TDP1): qHTS in cells in absence of CPT; DT40 Tdp1-/- hTDP1 cells, no CPT, ATP luminescence, 48 h; Potency, µM (series often up to 46.2 µM), without a hit: at the highest dose activity change, negative = growth inhibition, usual class: inhibitors; hit rate 15% among 420,000; AID 686978, 2013; note: nearly all actives have a fitted effect of over 55% in size
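Compound effects on proliferation are scored in DT40 Tdp1-/-;hTDP1 cells in the absence of CPT. ATP levels (CellTiter-Glo luminescence) are recorded after a ≥48 hr, 37 °C incubation.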
TDP1 inh: inhibitors of human tyrosyl-DNA phosphodiesterase TDP1. Q9NUW8. recombinant TDP1, AlphaScreen DNA substrate cleavage. Potency, µM (series often up to 130 µM), for inactives: top-dose activity change, negative = inhibition, usual class: inhibitors. hit rate 0.28% among 350,000. AID 485290; note: nearly all actives have a fitted effect of over 40% in size
Target sequence (Q9NUW8 whole entry, looked up): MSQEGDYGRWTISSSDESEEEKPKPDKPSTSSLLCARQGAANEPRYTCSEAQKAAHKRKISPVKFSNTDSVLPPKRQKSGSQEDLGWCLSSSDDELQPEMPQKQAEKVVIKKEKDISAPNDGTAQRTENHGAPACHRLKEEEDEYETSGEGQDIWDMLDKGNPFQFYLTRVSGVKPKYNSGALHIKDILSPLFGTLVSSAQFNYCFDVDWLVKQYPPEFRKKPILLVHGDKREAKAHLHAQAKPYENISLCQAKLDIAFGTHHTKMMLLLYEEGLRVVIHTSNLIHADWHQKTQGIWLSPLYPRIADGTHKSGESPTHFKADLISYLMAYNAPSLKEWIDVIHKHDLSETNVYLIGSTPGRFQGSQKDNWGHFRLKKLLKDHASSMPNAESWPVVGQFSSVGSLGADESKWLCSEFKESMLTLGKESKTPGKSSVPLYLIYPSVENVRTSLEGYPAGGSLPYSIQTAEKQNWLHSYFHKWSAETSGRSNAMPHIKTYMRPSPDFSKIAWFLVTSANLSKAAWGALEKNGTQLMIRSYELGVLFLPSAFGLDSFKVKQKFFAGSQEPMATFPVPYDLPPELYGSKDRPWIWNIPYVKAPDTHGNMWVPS
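E. coli-derived human Tdp1, 1 nM final. Cpd preinc 15 min RT; substrate 15 nM final, 5 min RT; AS bead mix 10 ug/ml final, 10 min RT. Signal loss = tyrosine-FITC cleavage. No-enzyme wells = max signal.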
Starred values were filed as active, the others as inactive; ? = inconclusive; · = no result given; & = joins results of further samples; [ ] = remark or other dose. Calls come from the whole dose curve; as a rule, active = well fitted curve in the direction sought with a large enough effect; inconclusive = small, poorly fitted or top-dose-only effect, or another doubt; inactive = no such curve, though single readings can be large; an effect the other way counts as inactive or inconclusive. % is set by controls: 0 for no effect and ±100 for the full control effect; potency is the fitted concentration of half-maximal effect.

SMILES	TDP1 cell CPT	DT40 TDP1 no CPT	TDP1 inh
CCN(CC)C(=O)[C@H]1C[C@H](CC(=O)NCCCOC)C(=O)N2CCc3c([nH]c4cc(-c5ccco5)ccc34)[C@]12C	14.6µM*	18.4µM*	2.4%[56.1 µM]
Cc1ccc(NC(=O)Cn2nc(C)c3nn(-c4ccc(Cl)cc4)c(C)c3c2=O)cc1C	?	14.6µM*	0.0%
Cc1ccc(NC(=O)CSCC(=O)N(C)CC(=O)Nc2c(C)cccc2C)cc1	-3.8%	-7.8%	·
Cn1c(=O)[nH]c(=O)c2c1nc(SCC(=O)O)n2CCc1ccccc1	-1.7%	-3.5%	-3.0%
CCc1ccc(NC(=O)C2CCC(CNC(=O)[C@@H]3Cc4ccccc4CN3)CC2)cc1 (stereo not given in full)	?	?	4.9%
Cc1ccccc1Cn1cc(S(=O)(=O)CC(=O)Nc2nccs2)c2ccccc21	?	?	7.7%
CCCN(C(=O)Cc1coc2cc(C)c(C)cc12)c1c(N)n(Cc2ccccc2)c(=O)[nH]c1=O	11.6%	-2.8%	-8.3%
CC(C(=O)NCc1ccc(F)cc1)n1ccc2cc(S(=O)(=O)N3CCCC3)ccc21 (stereo not given)	?	?	1.1%
CC1CCc2sc(-c3n[nH]c(=S)o3)cc2C1 (stereo not given)	?	-25.2%	3.7%
CCOC(=O)C1CCN(C(=O)C2CCC(=O)N(Cc3cccc(C(F)(F)F)c3)C2)CC1 (stereo not given)	-28.8%	-19.1%	4.5%
CCOc1ccc(S(=O)(=O)N2CCOCC2)cc1NC(=O)CCN1C(=O)NC2(CCCC2)C1=O	21.2%	5.3%	·
O=C1CCC(=O)N1OCCCOc1ccc2c(c1)CCC2	-11.5%	-12.7%	2.2%
CCN1CCN(S(=O)(=O)c2ccc(C(C)(C)C)cc2)CC1	0.8%	-14.3%	·
O=C(Nc1nc2ccccc2[nH]1)c1ccc(F)c(S(=O)(=O)N2CCOCC2)c1	?	?	2.7%
CC(C)[C@H](NC(=O)OCc1ccccc1)C(=O)NCc1ccccc1	-5.1%	3.1%	2.4%
CC(C)(C)NNC(=S)Nc1cccc(F)c1	?	14.6µM*	3.5%
CNC(=O)C1CC(=O)N(c2ccc(OCC(=O)Nc3ccc(F)cc3)cc2)C1 (stereo not given)	0.6%	-24.3%	·
COc1ccc2c(c1)C(c1ccc(C)o1)=NNC(c1ccccc1)=N2	-23.5%	?	9.4%
CCOc1ccc(NC(=O)N(O)C2(C#N)CCCCC2)cc1	-1.3%	3.7%	·
CC(=O)C1=CCC(c2cccc3ccccc23)N(S(=O)(=O)c2ccc(C)cc2)C1 (stereo not given)	?	18.4µM*	·
CCCCc1ccc(NC(=O)CSc2nc(=O)n(CCCN3CCOCC3)c3c2CCC3)cc1	?	?	1.7%[0.505 µM]
O=C1CCN(c2ccccc2)N1	29.1µM*	-50.4%	·
N/C(=N/OC(=O)c1cccc([N+](=O)[O-])c1)c1cccc([N+](=O)[O-])c1	-23.5%	-26.6%	0.0%
COC(=O)c1cc(NC(=O)c2cc3sccc3n2Cc2ccc(Cl)cc2)cc(C(=O)OC)c1	?	?	6.4%
CCOc1ccccc1NS(=O)(=O)c1c(-c2ccc(C)cc2)csc1C(=O)OC	?	16.4µM*	4.5%
COc1ccccc1CNc1nc2ccccc2c2nc(-c3cccc(C)c3)nn12	-14.0%	-8.7%	2.0%
CCOC(=O)c1nnn(-c2ccccc2C#N)c1C	-6.1%	-11.6%	6.7%
COc1cc(C(=O)OCC(=O)Nc2c(F)cccc2F)cc(OC)c1C	12.2%	-5.4%	-13.5%
NNC(=O)c1ccc([N+](=O)[O-])c(CS(=O)(=O)c2ccc(Cl)cc2)c1	-12.1%	?	4.0%
O=S(=O)(NC1CCSc2ccccc21)c1ccccc1 (stereo not given)	-22.7%	?	-9.5%
CCOc1ccc(S(=O)(=O)Nc2cnc3ccccc3c2)cc1	18.4µM*	18.4µM*	15.1%
C=C[C@@H]1c2ccccc2N(S(=O)(=O)c2ccc(C)cc2)[C@H](c2ccc(C(F)(F)F)cc2)C1(C#N)C#N	23.1µM*	11.6µM*	0.9%
Cc1oc(-c2ccccc2NC(=O)C2CCC2)nc1CNC(=O)c1ccccn1	-29.4%	-20.9%	·
CCCCOc1ccc(-c2[nH]ncc2C=O)cc1	3.9%	-7.5%	0.0%
Cc1cc(NS(=O)(=O)c2ccc(NS(=O)(=O)c3ccc(CC(C)C)cc3)cc2)nc(C)n1	?	35.7%[activator]	-5.1%
Cc1ccc(S(=O)(=O)N(C)CC(O)Cn2c3ccccc3c3ccccc32)cc1 (stereo not given)	?	?	5.3%
CCS(=O)(=O)c1ccc2oc(Nc3cc(C)cc(C)c3)nc2c1	?	?	2.9%
COc1cccc(Cn2c(=O)c(-c3ccc(Cl)cc3)nc3cnc(N4CCN(C)CC4)nc32)c1	3.1%	-27.5%	·
CCC1=C(c2ccc(C)cc2)S(=O)(=O)N=C1N1CCC(C(=O)Nc2ccccc2C(=O)OC)CC1	?	18.4µM*	9.7%
CCn1cc(CNC(=O)c2cc(-c3ccccc3OC)nc3ccccc23)c(C)n1	?	14.6µM*	3.1%
O=C(COC(=O)CCSc1ccc(Cl)cc1)NCCc1ccccc1	-4.1%	-12.5%	-2.7%
C[C@@H]1CN([C@@H](C)CO)C(=O)c2c(c3ccccc3n2C)-c2ccccc2CO[C@H]1CN(C)C(=O)[C@H](Cc1ccccc1)N(C)C	?	20.6µM*	·
CC(C)Cn1c(=O)c2sccc2n2c(CCCC(=O)NC3CCCCC3)nnc12	?	?	7.7%
COc1ccc(OC)c(/C=N/N2CCN(c3ccc(Cl)cc3)CC2)c1	?	?	·
CC1CCCN(Cc2cccc(Oc3ccccc3)c2)C1 (stereo not given)	-15.6%	-2.0%	2.0%
O=C(NCc1cccs1)c1nn(-c2ccccc2Cl)nc1CO	-19.8%	?	-2.3%
COc1cc(CC(NC(C)=O)C(=O)NC2CCN(C(=O)c3cc(OC)c(OC)c(OC)c3)CC2)cc(OC)c1 (stereo not given)	-15.1%	-19.3%	-2.8%
COc1cc(/C=C(/C#N)C(=O)NCCCc2ccccc2)ccc1OCC(=O)O	8.8%	8.5%	·
CCN1CCN(C(=O)C2CCN(Cc3nc(-c4cccc(Cl)c4)oc3C)CC2)CC1	20.6µM*	16.4µM*	-1.3%
COc1ccc(CNC(=O)c2ccc3c(Cl)c4c(nc3c2)CCCC4)c(OC)c1	?	23.1µM*	8.1%
Oc1ccccc1N=N/C(=N/Nc1ccccc1O)c1ccccc1	?	?	2.6%
CCOc1ccc(OCCC(=O)OCC(=O)Nc2cc(S(=O)(=O)N3CCOCC3)ccc2C)cc1	?	?	·
COc1ccc(-n2nc(C(=O)NCC(=O)N3CCCC3)c3ccccc3c2=O)c(OC)c1	-1.2%	-28.4%	-9.6%
Cc1ccccc1C(=O)Nc1cccc(NC(=S)NC(=O)c2cccs2)c1	-28.2%	?	2.1%
COC(=O)c1ccccc1NC(=O)C1CCCN(S(=O)(=O)c2ccccc2)C1 (stereo not given)	?	?	2.3%
Oc1c(Br)cc(C2N=C(c3ccccc3)NO2)cc1Br (stereo not given)	?	?	·
Cc1ccc2c(c1)-c1c(ssc1=S)C(C)(C)N2C(=O)c1ccco1	?	16.4µM*	9.8%
CCC(Sc1nc2ccsc2c(=O)n1Cc1ccc(C(=O)O)cc1)C(=O)Nc1ccc(C)c(Cl)c1 (stereo not given)	?	?	-13.4%
COc1ccc(S(=O)(=O)N2CC(C)OC(C)C2)cc1C(=O)N1CCCCC1 (stereo not given)	?	?	-0.4%
CN1CCN(C(=O)c2cc(=O)c3cc(Cl)ccc3o2)CC1	-8.2%	-14.4%	·

Entries from the list above that have a cyano group (four):
SMILES	TDP1 cell CPT	DT40 TDP1 no CPT	TDP1 inh
CCOc1ccc(NC(=O)N(O)C2(C#N)CCCCC2)cc1	-1.3%	3.7%	·
CCOC(=O)c1nnn(-c2ccccc2C#N)c1C	-6.1%	-11.6%	6.7%
C=C[C@@H]1c2ccccc2N(S(=O)(=O)c2ccc(C)cc2)[C@H](c2ccc(C(F)(F)F)cc2)C1(C#N)C#N	23.1µM*	11.6µM*	0.9%
COc1cc(/C=C(/C#N)C(=O)NCCCc2ccccc2)ccc1OCC(=O)O	8.8%	8.5%	·

6 compounds from above, limited to DT40 TDP1 no CPT and TDP1 inh:
canonical_smiles | DT40 TDP1 no CPT | TDP1 inh
CCOc1ccccc1NS(=O)(=O)c1c(-c2ccc(C)cc2)csc1C(=O)OC | 16.4µM* | 4.5%
CCn1cc(CNC(=O)c2cc(-c3ccccc3OC)nc3ccccc23)c(C)n1 | 14.6µM* | 3.1%
CC(C)(C)NNC(=S)Nc1cccc(F)c1 | 14.6µM* | 3.5%
Oc1ccccc1N=N/C(=N/Nc1ccccc1O)c1ccccc1 | ? | 2.6%
Cc1ccc2c(c1)-c1c(ssc1=S)C(C)(C)N2C(=O)c1ccco1 | 16.4µM* | 9.8%
O=C(Nc1nc2ccccc2[nH]1)c1ccc(F)c(S(=O)(=O)N2CCOCC2)c1 | ? | 2.7%

(continued)
SMILES	TDP1 cell CPT	DT40 TDP1 no CPT	TDP1 inh
CCOC(=O)/C(N=Nc1sc(C(=O)OC)c(C)c1C(=O)OCC)=C(\O)CCl	?	14.6µM*	5.3%
CCc1ccc(N(C(=O)CCC(=O)Nc2cc(C)on2)C(C(=O)NC(C)(C)C)c2ccc(OC)cc2)cc1 (stereo not given)	?	20.6µM*	-9.9%
O=C(O)C(Cc1ccccc1[N+](=O)[O-])N1C(=O)c2ccccc2C1=O (stereo not given)	-0.8%	-10.7%	·
CCc1ccc(-n2c(SCC(=O)c3ccc4c(c3)NC(=O)CO4)nc3ccccc3c2=O)cc1	?	20.6µM*	1.2%
O=C(NC1CCCC1)C(c1ccco1)N(C(=O)c1ccco1)c1ccc(F)cc1 (stereo not given)	1.1%	?	·
CCOC(=O)c1[nH]c2ccccc2c1NC(=O)C1CCCC1	-6.4%	-15.8%	·
COc1ccccc1N1CCN(C(=O)N2CCOCC2)CC1	-12.7%	-20.1%	1.1%
COc1ccc(N=c2oc3c(OC)cccc3cc2C(=O)NCc2ccco2)c(OC)c1	?	13µM*	-1.0%
CC1CCN(CC(=O)Nc2ccc(S(=O)(=O)N3CCCC(C)C3)cc2)CC1 (stereo not given)	?	-12.2%	·
CC(C)Oc1ccc(C(=O)NCCNC(=O)c2ccco2)cc1	-12.4%	?	9.6%[0.0935 µM]
O=C(NCc1ccc2c(c1)OCO2)c1cc(-c2ccccc2)c(N2CCOCC2)s1	?	20.6µM*	3.5%
Cc1ccc(C(O)c2ncc(-c3ccc(C(F)(F)F)cc3)[nH]2)cc1F (stereo not given)	?	20.6µM*	·
CC(=O)Nc1ccc(S(=O)(=O)N2CCN(C(C)CCc3ccccc3)CC2)cc1 (stereo not given)	?	?	-5.6%
CN(Cc1ccccc1)C(=O)c1[nH]cnc1C(=O)NC1CCN(C(=O)OC(C)(C)C)CC1	20.6µM*	?	3.4%
COC(=O)N1CCC2(CCCN(Cc3ccccc3OC)C2)CC1	?	-0.2%	·
CCCCc1ccc(NC(=O)c2ccc(=O)n(Cc3cccc(C)c3)c2)cc1	?	18.4µM*	7.7%
Cc1ccc(-c2cc3nc(-c4ccccc4)cc(NCCCO)n3n2)cc1	?	?	·
CCOc1ccccc1/C=c1\sc2ncnn2c1=O	?	?	0.0%
O=C(C1CCC1)N1CCc2cc(S(=O)(=O)NCCN3CCN(c4ccccc4F)CC3)ccc21	?	23.1µM*	7.3%
COc1cc(C(=O)O)nc2ccc([N+](=O)[O-])cc12	2.2%	-4.9%	3.8%
Cc1ccc(C)c(NCCCCCCCC(=O)O)c1	-19.5%	1.5%	·
COc1ccc(CC(=O)NNC(=O)c2ccc(Br)s2)cc1OC	-7.1%	-18.5%	1.7%
Cc1cc(C(F)F)n2nc(C(=O)Nc3ccccc3Br)nc2n1	-4.5%	-11.1%	8.2%
Cc1ccc(NC(=O)CSc2nc(-c3ccco3)cc(C(F)(F)F)n2)cc1C	2.31µM*	3.66µM*	4.2%&2.5%
COc1cc(-c2cc(C(=O)OCC(=O)NC3CC3)c3ccccc3n2)cc(OC)c1OC	?	18.4µM*	-1.2%
CC(CNC(=O)C1CCCCC1C(=O)O)c1ccccc1 (stereo not given)	1.7%	-15.5%	2.0%
O=C(CSc1nnc(NC2CCCCC2)s1)Nc1ccc(N2CCOCC2)cc1	-12.1%	-2.2%	4.8%
CCOC(=O)c1csc(NC(=O)c2cc(=O)c3ccccc3o2)n1	-2.3%	-4.7%	8.1%
c1ccc(CNc2nc(NCC3CC3)nc3cc(-c4ccccc4)sc23)cc1	9.2µM*	10.3µM*	·

Screening data: PubChem, National Center for Advancing Translational Sciences (NCATS)
